# Myeloid diff 2: myeloid differentiation induction; ER-HoxA9 myeloid progenitors, lysozyme-GFP differentiation, flow cytometry; calls only at 10 µM; 1% of 360,000 active; AID 624256;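 active = normalized GFP-positive differentiation at or above the plate's own cutoff, the solvent-only control mean plus 3 SD; inconclusive = no clear call, values can overlap the other calls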;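 note: cells exposed to compound for four days before flow analysis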
# HEK293 NOD2/NF-kB: inhibition of NOD2-driven NF-kB reporter – cell-based, luminescence, uHTS, HEK293 (AID 1566). HEK293 NOD2/NF-kB luciferase reporter, luminescence; higher % means a stronger effect. one-dose inhibition, % at 4 µM; EC50 in µM for titrated hits. 0.63% of 290,000 active; note: many of its hits are not listed in these tables
# T cell HTS: T cell immune modulators affecting CD8 T cell-vesicle binding; 2C CD8+ T cell-vesicle binding, flow cytometry; stronger effect = lower value; calls only at 7 µM; 0.068% of 330,000 active;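 active = response, share of CD8 T cells binding vesicles, and their 90th percentile fluorescence all below set limits, cut at about 80% in these data, passing the limit was not always enough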
#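 Test system: purified 2C TCR transgenic mouse naive CD8+ T cells. Probe or stimulus: QL9-peptide-loaded Drosophila micro-vesicles bearing Ld, ICAM-1 and B7-1. Incubation: binding step 1.5 h, 37 °C, antibody labelling 20 min, ice. Measured by: flow cytometry of vesicle-bound cells.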
# GPR55 LPI antagonism: GPR55 antagonists blocking LPI-driven arrestin recruitment, primary screen, imaging, U2OS, beta-arrestin-GFP, LPI agonist (AID 2013); U2OS GPR55 beta-arrestin-GFP translocation imaging, LPI antagonism; higher % means a stronger effect; one-dose inhibition, % at 10 µM; IC50 in µM for titrated hits; 0.13% of 290,000 active;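 active = spots per cell inhibited over 60%, with over 100 cells counted and total cytoplasm intensity under 500,000; inconclusive = wells with under 100 cells, flagged as likely toxic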;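 note: U2OS cells stably carrying GPR55 and arrestin-GFP stimulated by 5 µM LPI near EC80; imaged beta-arrestin-GFP aggregate spots per cell after agonist stimulation; plate controls were LPI-stimulated DMSO wells for no effect and DMSO wells without LPI for full effect; some results filed as inactive read as strong as hits; confirmed hits need IC50 under 10 µM and bright autofluorescent wells are also inconclusive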
# GPR55 activation: selective activators of receptor GPR55 – imaging, U2OS cells, beta-arrestin-GFP redistribution, primary screen (AID 1961); U2OS GPR55 beta-arrestin-GFP redistribution imaging; higher % means a stronger effect; activation, % at 10 µM, or EC50 in µM where a hit was titrated; 0.048% of 290,000 active;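 active = activation above 40% with more than 50 cells counted in the well; inconclusive = wells holding fewer than 50 cells, flagged as toxic or sparse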;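 note: U2OS osteosarcoma cells stably expressing GPR55 and beta-arrestin-GFP; plate controls were DMSO negative control for no effect and LPI positive control for full effect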
# KOR beta-arrestin-1: KOR agonists, beta-arrestin recruitment, primary screen, cell-based, luminescence, uHTS (AID 1777); KOR beta-arrestin recruitment, luminescence; higher % means a stronger effect; one-dose activation, % at 10 µM; EC50 in µM for titrated hits; 0.02% of 280,000 active; in the data active = activation above about 50%, passing the limit was not always enough; note: a part of the inactive calls stands beside numbers as strong as those of hits
# KOR beta-arrestin-2: kappa opioid receptor blockers – cell-based, luminescence, uHTS (AID 1778); 0.091% of 290,000 active; inhibition, % at 10 µM, or IC50 in µM where a hit was titrated; KOR beta-arrestin recruitment, luminescence, antagonist mode; higher % means a stronger effect; note: strong numbers were not always called active
# NOD1 inhibition: inhibition of NOD1-driven NF-kB reporter – cell-based, luminescence, uHTS, primary screen (AID 1578) | NOD1-driven NF-kB luciferase reporter cells, luminescence; higher % means a stronger effect | inhibition, % at 4 µM, or EC50 in µM where a hit was titrated | 1% of 290,000 active; in the data active = inhibition mostly above about 36%, no sharp cut-off; inactive = mostly below about 34%;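 note: HEK-293T reporter cells stimulated with the NOD1 agonist gamma-tri-DAP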
# NTR1 ag: NTR1-driven beta-arrestin-GFP spot formation – imaging, U2OS cells, high content, primary screen (AID 493036); P30989; agonist mode; activation, % at 20 µM; 0.17% of 330,000 active;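 active = activation at or above 40% of the spot to cytoplasm intensity ratio, with at least 20 cells analyzed; inconclusive = wells under 20 cells, flagged as cytotoxic or low count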;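 note: 0% = DMSO without peptide and 100% = 100 nM NTR1 peptide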
# Target sequence (P30989 whole entry, looked up): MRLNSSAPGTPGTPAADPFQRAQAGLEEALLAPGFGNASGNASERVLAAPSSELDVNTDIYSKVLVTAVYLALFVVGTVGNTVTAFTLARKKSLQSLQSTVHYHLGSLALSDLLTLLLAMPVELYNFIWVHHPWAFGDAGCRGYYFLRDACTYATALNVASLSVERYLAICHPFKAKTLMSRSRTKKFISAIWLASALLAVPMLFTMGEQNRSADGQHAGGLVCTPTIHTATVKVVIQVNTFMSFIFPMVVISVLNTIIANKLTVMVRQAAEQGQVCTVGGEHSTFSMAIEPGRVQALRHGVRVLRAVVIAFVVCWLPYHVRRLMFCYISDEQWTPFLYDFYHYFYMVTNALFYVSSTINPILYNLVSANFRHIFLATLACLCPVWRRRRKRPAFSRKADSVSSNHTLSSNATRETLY
# T cell HTS vesicle-bound %: second read-out of T cell HTS, no call of its own (marks repeat the call); double positive events, %; measured here: CD8+ vesicle-bound cell fraction;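 binding gate set so that unloaded-vesicle control wells show 10% double positive cells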
# NTR1 ag cell count 20 µM: recorded beside NTR1 ag, whose call it bears; cell count; measured here: cell count, cytotoxicity flag
# Myeloid diff 2 GFP+ MAC1+ %: second read-out of Myeloid diff 2, no call of its own (marks repeat the call); GFP+ MAC1+ double positive, %; measured here: differentiation confirmed by MAC1 staining
# Active calls of the source: *; i = inactive; ? = inconclusive; . = no result given; + = active, no number; [ ] = dose if it differs, or a comment. Cut-off read from the data, not from the text of the source, unless noted: active = inhibition above about 50%; inactive = the rest. Some of the compounds tested, so the mix of outcomes need not match the whole.
SMILES,Myeloid diff 2,Myeloid diff 2 GFP+ MAC1+ %,HEK293 NOD2/NF-kB,T cell HTS,T cell HTS vesicle-bound %,GPR55 LPI antagonism,GPR55 activation,KOR beta-arrestin-1,KOR beta-arrestin-2,NOD1 inhibition,NTR1 ag,NTR1 ag cell count 20 µM
Cc1sc2nc3c4ccccc4c(NCc4ccco4)nn3c(=O)c2c1C,+,0.6*,-119%,i,24,-8%,0.6%,-1.6%,4%,-36%,0.9,51
O=C(/C=C/c1ccc(OC(F)F)cc1)Nc1cccc(S(=O)(=O)N2CCOCC2)c1,i,0.6,-2%,i,28,13%,-0.1%,3.3%,11%,-23%,1.7,94
Oc1ccc(/C=N/NC2=NCCCCC2)cc1,i,7.6,0%,i,27,2%,0.5%,6.8%,6%,-9%,-0.6,61
CCOC(=O)NC(Nc1nnc(C)s1)(C(=O)OCC)C(F)(F)F (configuration not stated),i,1.1,17%,i,22,-4%,0.7%,6.9%,6%,3%,0.9,70
CC1CCN(C(=O)C2CCCN(c3ncnc4c3nc3n4CCCCC3)C2)CC1 (configuration not stated),i,0.6,28%,i,49,-8%,-0.1%,-3.8%,22%,-2%,0.9,60
CN(C)c1nc(-c2ccccc2)c2cnn(Cc3ccccc3)c2n1,i,1.6,14%,i,27,14%,0.2%,-4.0%,1%,13%,7.0,62
C/C(CC(=O)Nc1ccc2ccccc2c1)=N\NC(=O)c1ccc(O)c(O)c1,i,0.7,20%,i,39,6%,-0.1%,-4.2%,-17%,-25%,1.4,30
CCNC(=O)Nc1nc2ccccc2s1,i,0.5,-60%,i,29,4%,1.7%,1.6%,16%,-38%,0.9,59
COc1ccc(OC)c(NC=C2C(=O)OC(C)(C)OC2=O)c1,i,0.5,-17%,i,15,-6%,-0.1%,4.5%,-51%,41%,-0.1,42
O=C1NC(=S)N/C1=C/c1cccc([N+](=O)[O-])c1O,i,0.7,-4%,i,35,3%,-0.1%,1.9%,-29%,7%,-1.0,65
Oc1cccc(Nc2ncnc3c2oc2ccccc23)c1,.,.,-233%,i,24,3%,0.0%,-3.4%,7%,0%,-0.2,56
Cc1cc(N2CCCC2)n2nc(C)c(-c3ccccc3)c2n1,.,.,-24%,.,.,-2%,0.3%,4.1%,-17%,-14%,.,.
O=C(C1=C[C@@H](C2CCCCC2)C[C@@H](OCc2ccc(CO)cc2)O1)N1CCN(Cc2ccc3c(c2)OCO3)CC1,i,0.6,-35%,i,16,7%,-0.2%,1.4%,-17%,-17%,12,93
COc1ccc(/C=C2\SC(=O)N(CC(=O)NCCC(C)C)C2=O)cc1OC,i,0.6,15%,i,29,-1%,-0.6%,-0.3%,5%,-11%,-0.4,40
COc1ccc(C(NC(=O)c2ccc(F)cc2)c2ccccc2)cc1 (configuration not stated),i,0.4,-20%,i,50,2%,?,-3.6%,17%,-15%,2.2,49
CC1(C)C(=O)N(c2ccccc2Cl)C(=O)c2ccccc21,i,0.3,5%,i,36,-3%,-0.2%,13%,9%,2%,-0.3,49
C=C(C)CNC(=S)Nc1cccc(S(=O)(=O)NC2=NCCC2)c1,i,0.5,12%,i,42,-9%,0.2%,1.9%,-15%,-15%,1.8,57
CCOC(=O)c1c(NC(=S)N2CCCCC2)sc2c1CCN(C(=O)OCC)C2,i,0.5,30%,i,34,31%,5.4µM*,3.1%,4%,1%,26,49
CC(C)(C)NC(=O)C(c1cccnc1)N(C(=O)c1ccc(Cl)nc1)C1CCCC1 (configuration not stated),i,0.1,5%,i,16,5%,-0.1%,.,-15%[20 µM],-1%,2.6,60
O=C(NCC(c1cccs1)N1CCOCC1)c1ccc(Cl)c([N+](=O)[O-])c1 (configuration not stated),i,1.6,4%,i,3,14%,-0.2%,-0.9%,2%,-20%,3.4,34
COc1ccccc1OCC(=O)NNC(=O)c1cccs1,i,0.7,8%,i,35,9%,-0.3%,5.3%,5%,-20%,.,.
O=[N+]([O-])c1ccc(CSc2nnc3ccccn23)cc1,i,0.4,12%,i,26,-5%,-0.4%,2.5%,-20%,21%,-0.5,41
CCOc1ccc(CN2CCC(n3nccc3NC(=O)c3ccccc3OC)CC2)cc1,?,.,6%,i,29,4%,-0.1%,-2.3%,19%,0%,-0.2,71
O=C(CCCn1c(SCC(=O)NCC2CCCO2)nc2ccccc2c1=O)NCc1ccccc1 (configuration not stated),i,1.0,13%,i,50,4%,-0.1%,-13%,4%,-13%,2.7,53
CCOCCc1nnc(NC(=O)C2CC(=O)N(CCc3ccc(F)cc3)C2)s1 (configuration not stated),i,0.5,-11%,i,27,3%,0.3%,-2.2%,-2%,-35%,1.4,41

# One compound at a time, from the list above. Values in the order: Myeloid diff 2, Myeloid diff 2 GFP+ MAC1+ %, HEK293 NOD2/NF-kB, T cell HTS, T cell HTS vesicle-bound %, GPR55 LPI antagonism, GPR55 activation, KOR beta-arrestin-1, KOR beta-arrestin-2, NOD1 inhibition, NTR1 ag, NTR1 ag cell count 20 µM
# Results for Oc1ccc(/C=N/NC2=NCCCCC2)cc1 → i, 7.6, 0%, i, 27, 2%, 0.5%, 6.8%, 6%, -9%, -0.6, 61
# Results for COc1ccc(OC)c(NC=C2C(=O)OC(C)(C)OC2=O)c1 → i, 0.5, -17%, i, 15, -6%, -0.1%, 4.5%, -51%, 41%, -0.1, 42

# Next part
SMILES,Myeloid diff 2,Myeloid diff 2 GFP+ MAC1+ %,HEK293 NOD2/NF-kB,T cell HTS,T cell HTS vesicle-bound %,GPR55 LPI antagonism,GPR55 activation,KOR beta-arrestin-1,KOR beta-arrestin-2,NOD1 inhibition,NTR1 ag,NTR1 ag cell count 20 µM
O=C(NCCN1CCN(Cc2ccccc2)CC1)Nc1cc(Cl)cc(Cl)c1,i,0.5,-1%,i,28,2%,0.6%,4.5%,14%,-15%,-0.4,49
C=CCN1C=CC(=O)CC1,i,1.2,-2%,i,38,11%,-0.1%,1.6%,17%,-11%,-0.7,99
COc1cccc2c1CCC(NC(C)=O)C2=O (configuration not stated),i,0.7,-3%,i,56,4%,-0.1%,-1.2%,2%,-24%,2.1,76
Cc1nnc(SCC(=O)Nc2sc3c(c2C#N)CCCC3)[nH]c1=O,i,0.9,6%,i,20,0%,0.2%,-0.2%,-3%,-20%,-0.4,57
O=C(COc1ccc2ccccc2c1)Nc1cccc2c1C(=O)NC2=O,.,.,-13%,i,53,-10%,-0.1%,-0.7%,-49%[20 µM],-42%,3.0,63
CCCCS/C(N)=N/N=C/c1ccccc1O,i,0.7,-68%,i,53,16%,-0.1%,-7.4%,16%,-68%,-0.8,70
COC(=O)c1nc(N)sc1C,i,0.5,14%,i,58,2%,-0.1%,-0.3%,-51%[20 µM],-24%,-1.9,88
Fc1ccc(C2=CSC3=NCCN23)cc1,i,0.1,10%,i,53,-13%,0.0%,2.7%,-46%[20 µM],-18%,-1.3,90
O=C(Nc1ccnn1C1CCN(Cc2ccc3nonc3c2)CC1)c1cccc(F)c1,i,0.7,25%,i,27,10%,-0.1%,1.5%,22%,-3%,0.1,51
COc1nc(OC)nc(N2CCC(C(=O)Nc3cccc4ccccc34)CC2)n1,i,1.3,16%,i,48,2%,-0.3%,1.0%,6%,6%,0.5,78
Cc1cccc(C(=O)N2CCC(c3nc(-c4ccc(S(=O)(=O)N5CCOCC5)cc4)no3)CC2)c1,i,4.3,30%,i,38,2%,0.6%,1.7%,-34%,31%,0.5,38
CC(=O)Nc1cccc(-c2nc3ccccc3c(=O)o2)c1,i,1.3,15%,i,18,-6%,0.4%,-5.3%,18%,-13%,0.5,84
O=C(O)c1cc(NC(=O)c2ccc3c(c2)C(=O)N(Cc2ccccc2)C3=O)cc(C(=O)O)c1,i,1.6,-12%,i,50,10%,0.6%,2.9%,4%,-30%,-0.9,43
Cc1ccc(-c2nc3ccccc3c(C(=O)NCc3cccs3)c2C)cc1,i,1.9,9%,i,51,30%,0.2%,18%,8%,3%,0.5,49
COc1ccc(-n2nc(C)c3c(=O)c4c([nH]c32)CCCC4)cc1,i,0.5,14%,i,32,7%,0.3%,-6.3%,-9%,-10%,2.1,81
CNC(=O)c1[nH]cnc1C(=O)N[C@@H](Cc1ccccc1)C(=O)OCc1ccccc1,i,3.9,8%,i,10,8%,0.1%,-0.2%,-4%,-15%,16,83
CN(C)CCN1CC(C(=O)O)CC1=O (configuration not stated),i,0.4,9%,i,50,9%,-0.1%,-6.0%,-37%,5%,-0.7,43
Cc1ccc(CN(Cc2ccco2)C(=O)c2ccco2)cc1,?,.,-2%,i,12,2%,-0.1%,-4.0%,0%,-17%,0.4,61
CC(OC(=O)c1ccc2c(=O)n3c(nc2c1)CCCCC3)C(N)=O (configuration not stated),i,0.7,7%,i,59,4%,-0.1%,4.2%,-62%[20 µM],-26%,0.3,87
CCC(=O)c1ccc(OCC(=O)N(C)CC(=O)Nc2cccc(F)c2)cc1,i,0.5,-5%,i,49,5%,0.0%,-1.5%,-18%,-23%,2.3,47
O=C1N/C(=N\N=C\c2cccnc2)SC1Cc1ccc(SC(F)F)cc1 (configuration not stated),i,0.6,-151%,i,53,-4%,0.2%,-7.3%,-25%,106%*,6.1,84
CC1=Nc2cc(C(=O)NCCCOC(C)C)ccc2Sc2ccccc21,i,0.4,10%,i,28,-21%,-0.3%,-1.5%,-50%,4%,4.9,61
COc1ccccc1CNC(=O)COC(=O)Cc1cccs1,i,0.2,5%,i,35,1%,-0.5%,-4.7%,-3%,-23%,1.1,42
Cc1ccc(SCCN2CCC(O)CCC2=O)cc1 (configuration not stated),i,1.5,4%,i,19,-9%,0.0%,-5.0%,-30%[20 µM],-13%,2.1,74
O=C(C1CCC1)N1CCN(c2ccccc2)CC1,i,0.6,12%,i,62,2%,-0.2%,-2.7%,1%,-37%,0.2,60
N#Cc1ccccc1CSc1ncccc1C(=O)O,i,2.6,-6%,i,41,-17%,-0.2%,5.3%,-23%,3%,0.1,36
CC/C(=C\C(=O)c1cccnc1)Nc1ccc(C)c(C)c1,i,1.2,-15%,i,19,2%,-0.2%,-0.5%,21%,-12%,0.2,38
Cc1ccc(-c2nnc3n2CCCCC3)cc1,i,0.3,-11%,i,41,2%,-0.2%,5.2%,-9%,-21%,-1.2,59
Cc1ccc(/C=C/C(=O)N2CCN(S(=O)(=O)c3cccs3)CC2)o1,i,0.7,18%,i,42,5%,-0.1%,.,27%,4%,1.8,58
C=CCNc1nc(-c2c(C)nc3sccn23)cs1,i,0.7,-4%,i,14,0%,0.2%,-4.9%,15%,-46%,0.7,102

# Source: PubChem
